ALOX12 inh – blocks human arachidonate 12S-lipoxygenase; P18054; purified 12hLO, xylenol orange hydroperoxide absorbance; Potency, µM (series often up to 108 µM), for the others: at the highest dose activity change, negative = inhibition, hits mostly inhibitors; 580,000 tested, 1.1% active; AID 1671190; active means well fitted inhibition curve with a large enough effect; inconclusive means small, poorly fitted or top-dose-only effect, or another doubt; inactive means no such curve, though single readings can be large or run the other way
Target sequence (P18054 whole entry, looked up): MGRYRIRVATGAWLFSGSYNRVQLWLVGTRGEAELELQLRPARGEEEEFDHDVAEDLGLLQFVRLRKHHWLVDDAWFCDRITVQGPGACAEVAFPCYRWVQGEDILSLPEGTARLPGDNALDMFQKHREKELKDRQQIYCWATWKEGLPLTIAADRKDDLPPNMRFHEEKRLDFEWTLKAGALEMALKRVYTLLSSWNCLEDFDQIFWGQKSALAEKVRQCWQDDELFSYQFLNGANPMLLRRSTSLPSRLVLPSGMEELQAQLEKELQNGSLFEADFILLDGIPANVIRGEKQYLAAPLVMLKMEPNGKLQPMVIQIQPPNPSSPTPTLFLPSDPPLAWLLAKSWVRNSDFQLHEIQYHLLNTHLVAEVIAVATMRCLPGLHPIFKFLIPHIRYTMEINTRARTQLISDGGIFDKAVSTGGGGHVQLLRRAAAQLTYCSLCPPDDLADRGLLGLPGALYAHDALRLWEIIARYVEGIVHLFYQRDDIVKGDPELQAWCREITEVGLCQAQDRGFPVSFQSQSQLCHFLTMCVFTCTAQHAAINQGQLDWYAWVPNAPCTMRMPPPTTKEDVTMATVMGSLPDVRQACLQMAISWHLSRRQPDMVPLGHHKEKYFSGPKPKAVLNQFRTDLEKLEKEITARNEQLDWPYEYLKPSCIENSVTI
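Purified human 12hLO (150 nM final) in 25 mM Hepes, 0.01% Triton X-100, pH 7.0 was preincubated 15 min at room temperature with compound. Then 40 uM arachidonic acid was added, 30 min. Hydroperoxide was read by Fe-XO absorbance ratio 573/405 nm.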
* marks the source's active call; other numbers are inactive results; u = inconclusive; [ ] = another dose, or the depositor's remark. On the % scale 0 is the no-effect control and ±100 the full control effect; potency means the concentration at half of the fitted maximal effect. This is a subset; the hit share may differ from the screen's.

SMILES	ALOX12 inh
CCN(CC)Cc1nc(C2(O)CCN(C(=O)C3CCC3)CC2)cs1	43%[activator][176 µM]
COCCc1noc([C@@H]2CN(C3CCCCCC3)C[C@H]2CO)n1	46%[activator]
Cc1noc(C)c1-c1cc(-c2cccc(O)c2)cn2cncc12	-7%[176 µM]
CNc1nc2c(c(C(=O)N3CCCC3)n1)CN(C(=O)CN1CCOC1=O)CC2	49%[activator]
COc1cc(C(=O)Nc2ncccc2C)cc(Cl)c1OCC(C)C	0%
O=C(NCC1(c2ccccc2)CCC1)C12CC3CC(CC(C3)C1)C2	-12%
O=C(c1cnc(Cc2c[nH]c3ccccc23)c(I)c1)N1CCCCC1	u
CCOC(=O)CC1(NC(=O)N2CCCCCC2c2ccc(C)s2)CCCCC1 (stereo not given)	-11%
Cc1ccc(S(=O)(=O)Nc2ccc(Cl)cc2O)cc1	28µM*
CCCC(=O)Nc1ccc2oc(-c3ccc(Br)c(C)c3)nc2c1	-6%
COC(=O)C1CN(Cc2cn(Cc3ccc(Cl)cc3)nn2)CCS(=O)(=O)N1Cc1ccccc1 (stereo not given)	u
O=C1NCc2ccccc2CC12CCCN2Cc1ccccc1Br (stereo not given)	5%[6.33 µM]
Cc1nnc2sc(-c3ccc(CNC(=O)C(C)(C)Oc4ccc(Cl)cc4)cc3)nn12	41%[activator]
NC1CC(c2cc(NCCN3N=C(c4ccccc4)CCC3=O)ncn2)C1 (stereo not given)	u
Cc1ccc(CN2C(=O)COC[C@H]2C(=O)NCc2cccc(F)c2)cc1	26%
CCCCCn1c(N2CCCC(C)C2)nc2c1c(=O)[nH]c(=O)n2C (stereo not given)	-17%
COCC(=O)N1CC[C@H](c2nnc(-c3ccc(C)cc3)o2)C1	-3%[176 µM]
CCC[N+](CCC)(CC[O-])Cc1ccccc1	u
O=C(CN1C(=O)NC(c2ccccc2Cl)C2=C1COC2=O)Nc1ccccc1 (stereo not given)	-1%
CCCc1ccc(C(=O)Cn2nnc(-c3ccccc3Br)n2)cc1	23%
CCc1cccc2c(C(=O)C(=O)Nc3cccc(F)c3)c[nH]c12	-8%
CCc1c(C)sc(NC(=O)c2cccc(OC)c2)c1C#N	u
Cc1onc(C(=O)NCCc2noc(-c3ccncc3)n2)c1Cn1cc(Cl)cn1	46%[activator]
C=CCNC(=O)C(NC(C)=O)C1CCCC1 (stereo not given)	-26%
Cc1ccc2c(C)c(C(=O)Nc3nc(-c4ccc(C)s4)ns3)oc2c1	-26%
COc1ccc(/C=C2/N=C(c3ccc(Cl)cc3Cl)NC2=O)cc1OC	u
COc1ccccc1C(=O)N1CCC2(CC(C(C)C)=NO2)C1 (stereo not given)	5%[6.33 µM]
COc1nccnc1NC1CCN(C(=O)c2ccccc2)CC1	16%
C=CCn1c(=O)c2c(nc(-n3nc(CC)cc3CC)n2C)n(C)c1=O	35%[activator]
Cc1c(C(=O)c2cccc(C(F)(F)F)c2)c2ccccn2c1CCC#N	u

Arranged by value in ALOX12 inh (ascending): some entries from above.
Compound	ALOX12 inh
C=CCNC(=O)C(NC(C)=O)C1CCCC1 (stereo not given)	-26%
CCc1cccc2c(C(=O)C(=O)Nc3cccc(F)c3)c[nH]c12	-8%
COc1nccnc1NC1CCN(C(=O)c2ccccc2)CC1	16%

Additional entries.
SMILES	ALOX12 inh
COC(=O)C1CN(Cc2ccc(Cl)cc2)CCS(=O)(=O)N1Cc1cn(Cc2ccc(OC)cc2)nn1 (stereo not given)	u
O=C1NC(=NC2CCCC2)C2(CCCN(Cc3ccsc3)C2)N1c1cccnc1 (stereo not given)	2%[6.33 µM]
CN(C)C[C@@H]1CN(S(C)(=O)=O)C[C@H]1NC(=O)CCn1cccn1	31%[activator]
CC(C)C(=O)Nc1ccc2c(ccn2CCN2CCOCC2)c1	-47%
O=C1NCCOCCN(C(=O)COc2ccccc2)[C@H]2CCC[C@@H]12	15%
CC(=O)Nc1ccccc1NC(=O)CN1CCCC(C(N)=O)C1 (stereo not given)	49%[activator]
O=C(Cc1coc2ccc3ccccc3c12)OC[C@@H]1CCCO1	5%
COc1cccc(C(CC(=O)Nc2cccc(-c3ccno3)c2)n2cccc2)c1 (stereo not given)	u
Cc1cnccc1CN(C)Cc1cc2n(n1)CCCNC2	u
CCNC(=O)[C@@H]1C[C@H](N)CN1C(=O)c1ccc(NC(C)=O)cc1C	29%
Cc1cccc(C)c1NC(=O)C1(C)CN(S(C)(=O)=O)CC(=O)N1CCc1c[nH]c2ccccc12 (stereo not given)	-8%
CC(C)(C)n1ccc(C(=O)N2CCC3(CCCN(C4CCCC4)C3=O)C2)c1 (stereo not given)	-1%
Nc1nn(Cc2ccccc2F)cc1Br	u
Cc1cc(C[C@@H]2COC[C@@H]2NC(=O)c2ccc(-c3nnn(C)n3)cc2)on1	34%
CNC(=O)C1CCCN(S(=O)(=O)c2ccccc2)CCC(=O)NCC1 (stereo not given)	32%[activator]
Cc1ncccc1C(=O)N1C[C@@H](Oc2cccnc2)C[C@H]1C(=O)N1CCOCC1	4%
COCCOC1CCN(C(=O)c2cccc3[nH]ccc23)CC1	28%
CNCc1cn(C[C@H]2O[C@@H](CC(=O)N3CCN(c4ccccc4)CC3)[C@H](O)[C@@H]2O)nn1	u
Cc1ccc(N2CCN(c3cnn(-c4nc5ccccc5s4)c(=O)c3Cl)CC2C)cc1 (stereo not given)	-14%
COc1ccccc1OCCn1c(C)nc2cc(C)c(C)cc21	48%[activator]
COc1ccccc1Nc1ncc2c(n1)CN(C(=O)c1cccc(O)c1)CCN2	-20%[176 µM]
CN1CCCCCCN(S(=O)(=O)c2ccccc2)[C@H]2CCC[C@H]2C1=O	14%
Cc1ccc(C(=O)N(C)CC2(C)CCOCC2)s1	20%
Cc1nn(-c2ncnc3nc[nH]c23)c2c1C(c1ccc(F)cc1Cl)CC(=O)N2 (stereo not given)	9%
CC(C)CNC(=O)NCCn1c(-c2ccccc2)nc2ccccc21	u
Cc1cccc(Nc2nc(C(=O)N(C)C3CCCCC3)cs2)c1	-43%
OC(c1ccccc1)c1cc2n(n1)CCN(Cc1cncn1C1CC1)C2 (stereo not given)	49%[activator]
Cn1c(=O)c2sccc2n2c(CCCC(=O)N3CCN(c4ccccc4F)CC3)nnc12	14%
COCCOCC(=O)N1CCCC(c2nc(-c3cccnc3)no2)CCNC(=O)CC1 (stereo not given)	38%[activator]
O=C(c1sc2cc(F)ccc2c1Cl)N1CCCCC1	3%
CCOC(=O)C1=CN(c2ccc(F)cc2)C=C(C(=O)OCC)C1c1ccc(F)cc1	u
COc1ccc(C2NC(=O)N(CC3CC3)C3=C2C(=O)OC3)cc1 (stereo not given)	16%
CCCn1c(NC(=O)c2oc3ccc(OC)cc3c2C)nc2ccccc21	57%[activator]
COc1ccc(-c2ccnc(-n3ncc(C(=O)NC(C)(C)CO)c3C3CC3)n2)cc1F	-7%
Cc1nc(-c2cccc(Cl)c2)n(Cc2nc(-c3ccccc3)oc2C)c(=O)c1CCO	-7%
COCCOC1CCN(C(=O)c2ccc(Cc3c(C)noc3C)o2)CC1	36%[activator]
COC(=O)c1c(NC(=O)CN2CCN(c3ccccc3OC)CC2)c2c(C)cccc2n1C	0%
CC(C)(C)c1[nH]c2c(F)cccc2c1C=O	71%[activator]
Cc1nn(-c2ccc(F)cc2)c(Oc2ccccc2)c1CCC(=O)N(C)C(C)C	45%[activator]
OCC1CN(Cc2ccccc2)CC12CCN(C1CCC1)CC2 (stereo not given)	18%
CCOCCc1nc(C2CCOC2)nn1C1CCCCC1 (stereo not given)	30%
CC(NC(=O)CCc1ccccc1)C(=O)N1CCN(c2ccccn2)CC1 (stereo not given)	22%
Cc1ccc(C(=O)N2CCCN(c3cc(-c4ccc(Cl)cc4)[nH]n3)CC2)s1	34%
COCc1cc(N2CCc3onc(-c4cccc5ccccc45)c3C2)ncn1	44%[activator]
CN(C)C[C@@H]1CN(Cc2ccncc2)C[C@H]1NC(=O)c1cccc(C#N)c1	63%[activator]
CCCCNC(=O)N1CCN(C(=O)Cc2c[nH]c3ccccc23)CC1	u
COCc1ccc(C(=O)N2CCN(C(C)=O)CC(O)C2)s1 (stereo not given)	39%[activator]
COc1c[nH]c(CN2CCCC(CCc3ccccc3C)C2)cc1=O (stereo not given)	41%[activator]
COc1cccc(CNC(=O)c2cc(C)cc(C)c2)c1	-25%
CN(C)C[C@@H]1CN(C2CCOCC2)C[C@H]1NC(=O)c1cccc(Cl)c1	65%[activator]
(more compounds)
SMILES	ALOX12 inh
CCn1cnnc1CC1CCN(C(=O)C2CCCC2)C1 (stereo not given)	u
COc1ccccc1-c1nc(NCCNC(C)=O)c2ccccc2n1	u
Cc1nc(SCc2coc(-c3cccc(Cl)c3)n2)n[nH]1	-1%
Cc1nnc(-c2cc(-c3cccc(F)c3)ccn2)n1Cc1ccccc1	71%[activator][176 µM]
COc1ccccc1-c1cc2c(Nc3ccc(N4CCN(C)CC4)cc3)nccc2[nH]1	u
COc1ccc2c(c1)nc1n2[C@@H](CNC2CCN(C(C)=O)CC2)COC1	17%[176 µM]
CS(=O)(=O)c1ccc(OC[C@H]2C[C@@H](NC(=O)c3cccnc3)[C@H](O)[C@@H]2O)cc1	u
COc1cc(CC(=O)OC(C)c2ccc(F)cc2)cc(OC)c1OC (stereo not given)	u
O=C1C=Cc2ccccc2/C1=C/N(O)c1ccccc1	u
Cc1cc(C(=O)N2C[C@@H](COCC3CC3)[C@H](c3ccncc3)C2)c(C)o1	25%
Oc1ccc(-c2ccc(-c3nc(CCc4ccccc4)no3)cn2)cc1	3%
COc1ccc(-c2noc(-c3ncn4c3COC(c3ccc(F)cc3)C4)n2)c(OC)c1 (stereo not given)	16%
COCCN1C(=O)c2ccccc2C(C(=O)Nc2ccccc2O)C12CCCC2 (stereo not given)	16%
Cn1c(N)c(-c2csc(NC3CC3)n2)c(=O)n(C)c1=O	7.9µM*
CC(=O)c1ccccc1-c1ccc2c(c1)CC(CNC(=O)c1cc(C)on1)O2 (stereo not given)	-14%
Oc1ccc2ccccc2c1C=NCC12CC3CCC(CC(C3)C1)C2	-2%
Cc1c(C)n(-c2cccc(Cl)c2)c2ncnc(Cl)c12	-1%
O=C1CCC(CCC(=O)N2CCCC2c2ccc(F)cc2)(Cc2cccc3ccccc23)N1 (stereo not given)	13%
CC(C)c1cc(C(=O)Nc2ccc(Cl)cc2F)cs1	u
CSc1ccc(-c2noc(-c3nnn4c3COC(c3ccc(Cl)cc3)C4)n2)cc1 (stereo not given)	53%[activator]

15 compounds from above, sorted by number of heavy atoms, highest first:
SMILES	ALOX12 inh
Cc1cccc(C)c1NC(=O)C1(C)CN(S(C)(=O)=O)CC(=O)N1CCc1c[nH]c2ccccc12 (stereo not given)	-8%
Cn1c(=O)c2sccc2n2c(CCCC(=O)N3CCN(c4ccccc4F)CC3)nnc12	14%
COc1ccc(-c2noc(-c3ncn4c3COC(c3ccc(F)cc3)C4)n2)c(OC)c1 (stereo not given)	16%
Cc1nnc2sc(-c3ccc(CNC(=O)C(C)(C)Oc4ccc(Cl)cc4)cc3)nn12	41%[activator]
COc1cccc(C(CC(=O)Nc2cccc(-c3ccno3)c2)n2cccc2)c1 (stereo not given)	u
CS(=O)(=O)c1ccc(OC[C@H]2C[C@@H](NC(=O)c3cccnc3)[C@H](O)[C@@H]2O)cc1	u
Cc1ccc(C(=O)N2CCCN(c3cc(-c4ccc(Cl)cc4)[nH]n3)CC2)s1	34%
Cc1c(C(=O)c2cccc(C(F)(F)F)c2)c2ccccn2c1CCC#N	u
COc1c[nH]c(CN2CCCC(CCc3ccccc3C)C2)cc1=O (stereo not given)	41%[activator]
O=C(NCC1(c2ccccc2)CCC1)C12CC3CC(CC(C3)C1)C2	-12%
OCC1CN(Cc2ccccc2)CC12CCN(C1CCC1)CC2 (stereo not given)	18%
COCCOC1CCN(C(=O)c2cccc3[nH]ccc23)CC1	28%
Cc1nc(SCc2coc(-c3cccc(Cl)c3)n2)n[nH]1	-1%
Cc1ccc(S(=O)(=O)Nc2ccc(Cl)cc2O)cc1	28µM*
C=CCNC(=O)C(NC(C)=O)C1CCCC1 (stereo not given)	-26%

Continued.
SMILES	ALOX12 inh
O=C(N[C@@H]1CCC[C@@H]1C(=O)N1CCCCC1)c1ccncc1	46%[activator]
Cc1noc([C@@H]2CC(F)(F)CN2C(=O)Cc2ccc(F)cc2)n1	6%
CNC(=O)CC1COCCN1C(=O)c1ccc2ncsc2c1 (stereo not given)	-1%
CCOC(=O)C1CCN(CCC(=O)Nc2cc(C)ccc2OC)CC1	17%
CC(C)N1CCCC2(CCN(C(=O)C3(Cn4ccnc4)CC3)C2)C1=O (stereo not given)	18%
CC(C)CC(CC(C)C)=NNC(=O)COc1ccc(C#N)cc1	-15%
COc1ccc2c(C)c(CCC(=O)N3CCCCC3)c(=O)oc2c1C	3%
COc1cccc(NC(=O)CCc2c(C)c3ccc(C)cc3oc2=O)c1	76%[activator]
CC(C)NC(=O)Cn1nc2c(cc1=O)CCCCC2	44%[activator]
O=C(CCSc1nc(-c2ccc3c(c2)OCO3)cc(C(F)(F)F)n1)N1CCOCC1	8%
CCOc1ccccc1C(=O)N1CCN(C2CCN(C)C2=O)CC1 (stereo not given)	1%
CC(O)CNS(=O)(=O)c1ccc(C(=O)O)cc1 (stereo not given)	-26%
Cc1cccc(C(=O)OCC(=O)c2cc(C)ccc2C)c1	-30%
Cc1cc2oc(C(=O)NCC(c3cccs3)N(C)C)cc(=O)c2cc1C (stereo not given)	16%
O=C(Nc1cccc2cccnc12)c1cc(Cl)cc(Cl)c1	-16%
CCCNC(=O)c1cccc2c1CCN2S(=O)(=O)c1cccc(C)c1	-2%
CN(C)S(=O)(=O)NCc1cccnc1N1CCN(c2ccccn2)CC1	4%
O=C(Nc1ccccc1Cl)N1CCC(Oc2ncccc2C(=O)N2CCOCC2)C1 (stereo not given)	-8%
O=C(c1cc(=O)[nH]c2ccccc12)N1CCC(Cc2ccccc2)CC1	-17%
CCCC(=O)NNC(=S)NC(C)C	7%
CCOc1ccccc1NC(=O)Cn1c(N2CCCCC2)nc(C)c(C)c1=O	19%

Source: PubChem BioAssay (National Center for Advancing Translational Sciences (NCATS))
